Assay outcomes as filed in PubChem BioAssay.
Peg3 promoter: Peg3 promoter-driven luciferase inhibitors, primary screen, cell-based, HeLa, luciferase luminescence. 1.7% of 360,000 active. HeLa PEG-Prom luciferase reporter, overnight. inhibition, % at 20 µM;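 active = inhibition of at least 50% at 20 µM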
MITF TRPM1 inh: inhibitors of MITF-dependent TRPM1 promoter reporter, primary screen, cell-based, SK-MEL-5, single point, luciferase | SK-MEL-5 TRPM1 promoter luciferase, 24 h | inhibition, % at 12.5 µM | 0.83% of 330,000 active;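 active = mean inhibition across replicates of 60% or more, whatever share of single replicates reaches that level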; also: values of inactives mirror those of a sister screen read the other way
HIF-2a inh: HIF-2a reporter inhibitors, primary screen, luminescence, 786-0 RCC cells; 0.72% of 360,000 active; 786-0 RCC cells HIF-2a reporter, luciferase luminescence, overnight; inhibition, % at 18.8 µM;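 active = inhibition of the luminescence signal of 40% or more relative to plate controls, in a single-dose primary screen at 18.75 µM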
NR2E3 ag-1: NR2E3 agonists in two-hybrid cells, primary screen, cell-based, luminescence, CHO-S, Gal4-NCOR/VP16-NR2E3 | Photoreceptor-specific nuclear receptor (Homo sapiens), Q9Y5X4 | luciferase | inhibition of corepressor binding, % at 3.98 µM | 0.35% of 360,000 active | AID 602229, 2012;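 active = inhibition above the mean of all tested compounds plus 3 SD, cut at about 70% in these data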;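 also: 0% = DMSO with NR2E3 transfected cells and 100% = cells lacking NR2E3 construct; higher means lower luciferase signal from less NR2E3 corepressor binding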
Target sequence (Q9Y5X4 whole entry, looked up, the tested form may be a part): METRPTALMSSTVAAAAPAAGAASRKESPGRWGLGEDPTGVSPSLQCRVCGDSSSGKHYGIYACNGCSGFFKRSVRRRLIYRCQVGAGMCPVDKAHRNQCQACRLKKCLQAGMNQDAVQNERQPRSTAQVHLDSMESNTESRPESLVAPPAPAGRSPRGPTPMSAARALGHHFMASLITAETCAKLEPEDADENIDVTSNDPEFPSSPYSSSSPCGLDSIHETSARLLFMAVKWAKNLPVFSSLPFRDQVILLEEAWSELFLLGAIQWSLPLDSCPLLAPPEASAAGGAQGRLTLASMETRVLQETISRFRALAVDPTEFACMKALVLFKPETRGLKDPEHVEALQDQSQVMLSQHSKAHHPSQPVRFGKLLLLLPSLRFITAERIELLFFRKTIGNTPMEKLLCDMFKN
TWEAK Fn14 block: inhibitors of TWEAK-Fn14 signaling, primary screen, luciferase reporter cells, uHTS | 2% of 360,000 active | TWEAK-stimulated Fn14 reporter cells, luciferase luminescence, 8 h | inhibition, % at 10 µM; in the data active = inhibition above about 50%
CF NFkB block: inhibitors of PAF-induced NF-kB signaling, primary screen, cell-based, GFP fluorescence, uHTS. KKLEB NF-kB-GFP reporter, GFP fluorescence overnight. inhibition, % at 5 µM. 0.86% of 360,000 active. AID 588850, 2011;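 active = at least 50% inhibition at 5 µM, scaled per plate between neutral and stimulator controls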;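 also: PAF is a Pseudomonas aeruginosa culture filtrate used as stimulus; plate controls were PAF-stimulated DMSO wells for no effect and unstimulated DMSO wells for full effect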
aDG glyco act: activators of alpha-DG glycosylation, primary screen, uHTS, Pro5-aDG cells, AlphaScreen; alpha-DG glycosylation AlphaScreen (IIH6); 0% Pro5, 100% B10-LARGE cell signal; activation, % at 10 µM; 0.22% of 360,000 active; AID 624168, 2012;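 active = activation of at least 8% versus controls, or a plate z-score of at least 8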;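 also: Pro5 are CHO cells carrying HIG-tagged alpha-DG that lacks glycosylation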
KKLEB cytotox: cytotoxicity in KKLEB CF airway cells, primary screen, cytotoxicity control for CF NF-kB inhibitor project, cell-based, uHTS, fluorescence assay plates. KKLEB CF airway cells viability, ATPlite luminescence, overnight; stronger effect = lower value; cells stimulated with P. aeruginosa culture filtrate. activity change (cytotoxicity), % at 5 µM. 0.36% of 360,000 active. AID 602141, 2011;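 active = corrected activity change at or below -50% at 5 µM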
hiPSC survival: enhancers of single-cell hiPSC survival, primary screen, ATPlite luminescence; AID 602274, 2012; 100% = ROCK inhibitor wells, 0% = DMSO; survival enhancement, % at 20 µM; 0.044% of 360,000 active; in the data active = survival enhancement above about 18%;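 also: cells exposed to compounds for 16 hours before the ATP read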
Shn3 inh set2: reduction of Shn3 3'UTR firefly luciferase signal, primary screen, Schnurri-3 inhibitor project, cell-based, Clone20 osteoblasts, set 2; Clone20 osteoblast Shn3 3'UTR firefly luciferase, 24 h; 0.52% of 360,000 active; inhibition, % at 12.5 µM;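 active = mean inhibition of at least 75% with every replicate also reaching 75%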;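 also: 0% = median of neutral control wells and 100% = pilot-screen positive control compound; some compounds past the cut are filed as inactive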
NR2E3 ag-2: inhibitors of NR2E3-RetCOR corepressor binding, primary screen, NR2E3 agonist project, biochemical, TR-FRET, GST-NR2E3, biotin-RetCOR. Photoreceptor-specific nuclear receptor (Homo sapiens), Q9Y5X4. 1536-well. inhibition of corepressor binding, % at 4.78 µM. 0.12% of 320,000 active. AID 2300, 2010;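 active = percent inhibition above the cutoff of mean plus 3 SD of all tested compounds, set per screening campaign, cut at about 20% in these data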;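 also: 0% = DMSO wells and 100% = biotin wells as full block of FRET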
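system = GST-tagged NR2E3 plus biotinylated RetCOR corepressor | input = 1.35 nM GST-NR2E3 | also added = 7 nM biotin-RetCOR | schedule = 5 h incubation at 4 °C | measured by = TR-FRET with europium anti-GST and streptavidin-D2, 340 nm excitation | read-out = percent loss of FRET ratio relative to control wells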
Starred values were filed as active, the others as inactive; x = no result given.

SMILES	Peg3 promoter	MITF TRPM1 inh	HIF-2a inh	NR2E3 ag-1	TWEAK Fn14 block	CF NFkB block	aDG glyco act	KKLEB cytotox	hiPSC survival	Shn3 inh set2	NR2E3 ag-2
Nc1ccc(-c2nnn(Cc3ccccc3F)n2)cc1	-185.9	-31.7	-154.8	-85.5	-4.7	-18.2	0.0	-3.5	1.0	-45.7	1.1
C/C(=N/NC(=O)CC1N=C(Cc2ccccc2)NNC1=O)c1cccnc1 (centres undefined)	6.8	7.6	7.5	-12.1	-28.4	5.3	-0.2	-0.7	-0.6	-5.7	-1.8
CC(NC(=O)C1CCCN(S(=O)(=O)c2cccc3nonc23)C1)c1ccccc1 (centres undefined)	25.1	20.8	-7.3	3.1	4.6	-2.2	1.3	-1.2	-1.1	26.4	1.2
Cc1ccc(S(=O)(=O)NCc2cccnc2)cc1C(=O)N1CCCC1	-0.7	-2.8	8.2	-7.1	7.0	-6.9	-0.1	1.8	0.0	-19.7	2.5
O=C(Nc1ccc(S(=O)(=O)N2CCOCC2)cc1)c1ccc2c(c1)S(=O)(=O)c1ccccc1C2=O	-9.1	11.3	12.8	-20.9	-25.8	-5.0	0.2	-9.8	0.0	6.6	2.5
COc1ccc(OC)c(-n2c(-c3cnccn3)n[nH]c2=S)c1	12.6	2.4	15.6	7.4	14.3	-22.3	0.0	7.9	2.5	-1.9	3.8
CC(C)(C)C1CCC(C(=O)OCC(=O)c2ccc[nH]2)CC1 (centres undefined)	6.3	-1.8	-7.0	-6.7	3.5	6.4	-0.2	0.9	-0.6	4.6	0.5
CCOc1ncccc1C(=O)OCCN1C(=O)c2ccccc2C1=O	15.1	2.3	14.6	-17.5	1.5	-7.3	-0.2	-2.4	0.2	8.8	-2.7
NC(Cc1ccc(Cl)cc1)c1csc(Nc2ccc(C(F)(F)F)cn2)n1 (centres undefined)	100.9*	x	11.6	8.7	5.4	27.4	0.6	-7.2	-3.9	20.5	x
CC(=O)Nc1ccc(N/C=C(\C#N)S(=O)(=O)c2ccc(Cl)cc2)cc1	8.5	-0.8	18.0	-18.4	15.1	-10.0	-0.1	6.7	-0.2	6.8	1.0
CCCNC(=O)C1CC(=O)N(c2ccc(OCc3ccc(F)cc3)cc2)C1 (centres undefined)	-127.7	-50.6	-138.5	-47.0	29.8	-12.0	0.0	2.9	-0.2	-35.8	2.1
Cc1ccc(CNC(=O)C(NS(=O)(=O)c2cccc3nsnc23)c2ccccc2)cc1 (centres undefined)	7.5	-7.0	12.2	-5.2	6.0	2.4	0.0	5.3	6.6	5.6	-2.7
Cc1ccc2c(c1)nc(-n1nc(C)cc1C)c1nnnn12	-25.6	13.3	-55.8	-0.6	-2.6	-15.8	0.0	-12.5	4.6	-10.8	-0.4
CCSc1nnc(NC(=O)[C@H](C)NC(=O)c2ccccc2Cl)s1	-0.3	-6.0	9.5	-16.4	9.9	11.1	0.0	-11.3	0.3	-8.4	1.0
Cn1c(=O)c2c(nc(SCc3nn[nH]n3)n2Cc2ccccc2F)n(C)c1=O	3.1	-0.9	16.5	3.7	-2.3	0.2	-0.2	0.9	2.8	2.1	x
CC(C)(C)c1ccc(C(=O)NN=C2CCCC2)cc1	6.5	6.6	5.3	-6.7	5.3	-12.0	-0.1	15.3	-0.4	-0.6	-3.6
CCNC(=O)c1cc2c(=O)n3cccc(C)c3nc2n(CCc2ccccc2)c1=N	8.0	-8.7	14.5	-36.5	-94.2	-61.3	1.2	-8.7	-2.4	x	0.1
Cc1ccc([C@H]2C[C@H](O)[C@@H](n3cc(-c4ccc(F)cc4)nn3)CN2Cc2cccs2)cc1	43.4	x	20.9	-15.0	41.2	22.5	0.1	-19.7	6.5	33.1	x
C[C@H](NC(=O)OCc1ccccc1)c1nnc([C@H](C)NC(=O)OCc2ccccc2)o1	1.3	2.3	10.0	-14.4	4.6	-3.4	0.2	5.7	2.1	1.0	-0.5
Cc1cccc(/C(N)=N/OC(=O)c2cccs2)c1	-272.2	-12.6	-305.7	-110.5	39.6	-16.0	0.2	2.9	-2.2	-71.8	0.1
O=C(O)Cc1sc(Nc2cccc3ccccc23)nc1-c1ccccc1	-8.7	15.4	-38.9	-15.7	18.0	10.8	-0.4	1.0	-2.2	-9.0	3.2
O=C(NCc1cccc2ccccc12)c1cccs1	-161.3	-55.0	-142.0	-73.8	-18.0	-2.4	0.2	-11.3	-3.1	-60.1	2.2
Cc1ccc(NC(=O)Cn2nnc3ccccc3c2=O)cc1C	-36.8	-10.0	-69.8	-19.3	5.9	11.7	0.0	0.3	-0.5	-4.0	4.5
COC(=O)c1ccc(NC(=O)N(c2ccccc2)c2ccccc2)cc1	1.0	-4.4	-22.1	-2.0	-28.8	10.8	0.3	-7.9	0.4	-1.2	3.8
O=C(Nc1ccc(S(=O)(=O)Nc2nccs2)cc1)C(F)(F)F	-7.0	4.5	3.2	-21.7	7.0	-15.4	-0.1	12.8	-0.4	-23.2	2.7
CC(=O)N1CCCN(Cc2cn(-c3ccc(C)cc3)nc2-c2cccc(C)c2)CC1	-40.1	-25.5	-82.8	-11.0	14.4	-2.6	0.0	13.7	0.5	-26.6	2.9
COc1ccsc1C(=O)Nc1ccc(F)cc1F	-65.0	-20.8	-109.9	-24.9	-0.8	-16.7	0.6	1.3	3.2	-19.3	2.1
Cc1ccccc1N(CC(=O)NC1CCCCC1)C(=O)CNC(=O)c1cccs1	23.8	x	14.4	5.6	3.8	-1.6	0.0	1.1	-0.2	-1.2	2.9
CN1CCN(Cc2nc3c(c(=O)n(C)c(=O)n3C)n2Cc2cccc3ccccc23)CC1	3.4	-21.3	-34.2	10.1	27.3	-7.8	0.0	4.1	0.3	-2.4	x
O=C1CCCC/C1=C/NCc1ccccc1	3.2	0.2	-16.2	-5.2	30.3	16.3	-0.3	-6.7	-1.5	-9.0	0.3
COC(=O)c1ccc(OC)c(CSc2nnc(COc3ccccc3)o2)c1	10.3	-1.0	12.1	10.1	7.0	-0.6	0.8	11.6	0.0	8.2	4.2
S=c1[nH]nc(-c2ccco2)n1-c1ccccc1Cl	-52.7	-4.9	-77.2	-12.3	-7.1	-15.2	2.0	4.6	0.6	-18.4	3.1
CCCCOc1ccc(OC(=O)c2cccnc2)cc1	8.2	9.2	-16.4	5.5	-0.2	-0.7	-0.1	-5.3	2.4	-24.4	2.1
O=C(NCc1ccc(F)cc1)C(Cc1ccccc1)NS(=O)(=O)c1cccs1 (centres undefined)	7.7	-0.4	18.8	-2.3	0.3	10.0	0.1	-11.0	1.7	2.6	4.3
COc1cccc2c(=O)n(CC(=O)Nc3cccc(F)c3)ccc12	-2.2	x	3.1	11.7	-11.0	-27.9	-0.1	5.9	0.0	7.0	8.8
CCOC(=O)C1=C(O)/C(=C/c2ccc(-c3ccccc3C(=O)O)o2)SC1=Nc1ccc(OC)cc1	3.1	3.5	8.6	2.1	21.7	3.8	-0.3	11.3	2.2	-13.0	x
O=C(OCc1ccccc1)N1CCC2CC1c1cc(N3CCN(C(=S)NCCc4ccccc4)CC3)ccc12 (centres undefined)	-35.2	x	-93.2	-54.5	-9.7	0.8	-0.3	-15.7	-0.5	-2.9	x
CCN1CCc2nc(SCC(=O)Nc3ccc(OC)cc3)c(C#N)cc2C1	-21.6	-11.5	-21.3	-22.9	8.9	-5.5	0.3	-8.0	5.2	4.0	-4.2
CCN(Cc1nc2ccccc2n1C)c1ccccc1	-2.3	11.7	-10.9	-7.3	5.6	-12.4	-0.1	-13.5	-0.6	-12.7	1.4
COc1ccc(Cn2c(O)c(/C=C3/C=CC=N3)c(=O)[nH]c2=O)cc1	10.7	2.5	3.4	-26.2	-11.2	2.7	0.2	-14.9	0.1	-0.7	2.0
O=C(O)[C@H]1CCCC[C@H]1C(=O)Nc1ccc(Nc2ccccc2)cc1	-10.2	4.3	-9.6	-27.6	6.1	7.4	-0.2	-16.7	-1.2	12.9	-6.0
COc1ccc(Cc2noc(-c3ccc(OC)c(OC)c3)n2)cc1OC	13.6	-4.4	-13.2	-1.9	-13.5	26.3	0.1	-4.0	0.1	3.0	-0.7
O=C(CC1C(=O)NCCN1Cc1cccc(F)c1)NCCCOc1cccnc1 (centres undefined)	3.6	11.1	7.4	-4.8	-14.6	-0.4	-0.3	7.4	-0.6	10.2	-1.5
Cc1nc2sccn2c(=O)c1S(=O)(=O)Nc1ccc(N2CCN(C)CC2)cc1	11.1	x	11.3	-31.3	5.5	-3.1	-0.2	19.3	1.6	11.0	2.0
O=C(O)c1cccc(NC(=O)c2ccccc2)c1	-13.0	-5.6	3.2	-28.8	-17.5	-8.3	-0.1	3.2	0.1	-9.1	x
CCOC(=O)C(CC(=O)Nc1nc(C(C)=O)c(C)s1)C(C)c1ccccc1 (centres undefined)	1.8	1.1	16.3	-25.4	15.8	4.0	0.2	-6.1	1.0	10.8	8.1
O=C(O)c1ccccc1SCc1csc(-c2ccccc2)n1	-72.0	7.5	-103.6	-71.6	-1.7	9.6	0.0	-7.0	-0.5	-12.0	3.1
Cc1cccc(-n2ccc(=O)c(C(=O)O)n2)c1	-4.3	-5.6	15.1	-22.2	18.5	-28.1	-0.1	17.0	0.1	11.1	1.9
O=C(NCC(=O)N1CCCC(C(F)(F)F)C1)c1ccco1 (centres undefined)	-8.6	0.8	-3.8	-11.6	-0.4	-30.0	-0.3	2.6	1.8	-22.5	0.0
O=C(NC(Cc1ccccc1)c1nc2ccccc2[nH]1)c1ccc(Cl)c([N+](=O)[O-])c1 (centres undefined)	38.0	7.6	34.2	-4.5	13.8	10.7	0.4	-24.1	-3.5	-27.9	-4.0
